# NCI-60 one-dose screen, 48 h, at 10 µM unless noted. Numbers give growth in % (100 = growth as untreated, 0 = no growth, -100 = all killed).
# ACHN = ACHN renal cancer. actives 4.9% (n = 81,000). AID 1794771
# OVCAR-4 = OVCAR-4 ovarian cancer cells | actives 3.7% (n = 80,000)
# OVCAR-3 = OVCAR-3 ovarian cancer | actives 7% (n = 79,000)
# RXF 393 = RXF 393 renal cancer cells | AID 1794773 | actives 6.9% (n = 77,000)
# CAKI-1 = CAKI-1 renal cancer | actives 4.7% (n = 75,000) | AID 1794772
# OVCAR-5 = OVCAR-5 ovarian cancer; actives 2.9% (n = 82,000); AID 1794783
# OVCAR-8 = OVCAR-8 ovarian cancer; actives 4.4% (n = 81,000)
# A498 = A498 renal cancer cells; actives 5.4% (n = 76,000); AID 1794774
# An asterisk follows results filed as active; nt = not tested or not shown; [ ] = remark or other dose. How the source made its calls: active means growth percent below 10; inactive means the rest.
# Sequence of screens: ACHN	OVCAR-4	OVCAR-3	RXF 393	CAKI-1	OVCAR-5	OVCAR-8	A498
O=c1cc(S(=O)(=O)Cc2ccccc2)[nH]c(=O)[nH]1
    110	105	110	nt	87	102	130	89
ClCCn1cnc2c(SCc3ccccc3)ncnc21
    49	82	73	88	3.9*	101	42	82
CCNc1nc(N2CC(=O)Nc3cc(OC)ccc32)c2ccccc2n1
    8.3*	20	-17*	34	23	20	18	-11*
Nc1nc2c3cccnc3cc(-c3cccc(Cl)c3)c2c2ncccc12
    73	78	61	69	70	90	88	70
Cc1cccc(Nc2nc(-c3cccs3)cs2)n1
    74	85	72	80	69	98	85	79
COc1ccc(-c2nc3c(c(-c4ccc(Cl)cc4)nn3-c3ccccc3)c(-c3ccc(Cl)cc3)c2C#N)cc1
    111	107	115	116	93	99	101	108
Oc1c(I)cc(I)cc1CNCc1ccccn1
    25	23	20	70	15	62	14	62
N#CCCC(CCC#N)(CCC#N)C(=O)c1ccc(Cl)c(Cl)c1
    108	114	114	120	99	106	101	92
COc1cc(C(=O)n2nc(N3CCN(C)CC3)c3cc(N)ccc32)cc(OC)c1OC
    37	50	4.3*	-13*	57	50	30	-3.8*
O=C(C[C@]1(O)C(=O)Nc2ccccc21)c1cccc(C(F)(F)F)c1
    88	91	78	101	82	81	95	100
COc1ccc(/C=C/c2nc(Oc3ccc(C(=O)/C=C/N(C)C)cc3)c3ccccc3n2)cc1
    67	92	83	nt	38	75	73	22
S=c1[nH]ccc2ccccc12
    103	114	132	116	105	104	111	115
CC/C(=C(\c1ccc(OCCN2CCCCC2)cc1)c1ccc(OC(=O)c2ccccc2)cc1)c1ccccc1
    99	105	116	109	98	91	101	115
C/C(=C\COc1c2c(cc3c1CCO3)OC1(C=C2)OC(CC/C(C)=C/COc2c3ccoc3cc3oc(=O)ccc23)C(C)(C)O1)CCC(O)C(C)(C)O (stereo not drawn)
    65	57	83	60	70	100	69	98
COC(=O)c1c(C)nc(C)c2c1C(=O)C(Br)=C(NCc1ccccc1)C2=O
    37	-57*	-13*	52	52	62	4.6*	89
COc1cc(C(=O)C(O)c2ccc(O)c(OC)c2)ccc1O (stereo not drawn)
    105	103	116	116	109	109	99	86
Cc1ccc(Nc2nc(N)nn2Cc2cccc(Br)c2)cc1
    37	51	57	nt	56	75	59	70
Cc1c(O)c(N=Nc2ccc(C(=O)O)c(O)c2)c2ccccc2c1O
    98	107	108	13	85	25	97	86
CC(=O)CCn1c(=S)sc2ccccc21
    94	95	105	107	95	112	98	93
c1cn2c(ccc3nc(-c4cn[nH]c4)c4c(c32)CCCC4)n1
    26	78	nt	44	16	99	57	-4.0*
O=C(NNc1cn[nH]c(=O)c1Cl)/C(=C/c1ccc2c(c1)OCO2)NC(=O)c1ccccc1
    99	94	97	97	98	92	99	74
Nc1nn2c(-c3cc4ccccc4oc3=O)ccnc2c1N=Nc1ccc(F)cc1
    97	109	115	62	95	120	105	164
COCc1cccnc1
    100	112	102	106	113	103	103	74
CCOC(=O)C(CC)(COC)C(=O)OCC
    100	101	111	113	95	96	94	80
COC(=O)c1cc(=O)nc(N/N=C/c2ccc(C)cc2)s1
    107	97	120	111	102	101	105	104
Cc1ccc(/C=C/C(=O)c2ccc(NC(=O)CSc3nnc(-c4c[nH]c5ccccc45)n3-c3ccccc3)cc2)cc1
    78	85	83	nt	81	103	96	111
O=C(Nc1cccc2ccccc12)c1cc2ccccc2cc1O
    1.4*	nt	20	23	-40*	105	12	-14*
Cc1ccc(NC(=O)OCCN(C)C(=O)Nc2ccc(C)cc2C)c(C)c1
    100	91	104	91	81	101	90	98
O=C1CC(c2ccsc2)c2snc(-c3cccc(F)c3)c2N1 (stereo not drawn)
    102	110	98	104	87	94	96	75
CCOc1ccccc1Br
    103	110	122	106	128	98	134	92

# Further records
# Sequence of screens: ACHN	OVCAR-4	OVCAR-3	RXF 393	CAKI-1	OVCAR-5	OVCAR-8	A498
CC(=O)OCc1ccc(Cl)cc1Cl
    106	102	113	112	75	101	103	100
Cc1nc2c(N)n[nH]c(=O)n2n1
    101[100 µM]	103[100 µM]	108[100 µM]	110[100 µM]	97[100 µM]	103[100 µM]	102[100 µM]	110[100 µM]
C#CC[C@@H]1C[C@]2(C)[C@H]3CC=C4[C@H]5[C@@H](C)[C@H](C)CC[C@]5(C(=O)NCCCCCCCCN)CC[C@@]4(C)[C@]3(C)CC[C@H]2C(C)(C)[C@H]1OC(C)=O
    86	-0.5*	-91*	70	-70*	108	-34*	94
COC(=O)N1CCCCC1
    99	109	117	111	104	98	105	104
CS(=O)(=O)Nc1ccc(C(=O)NC(C(=O)NO)c2ccc(-c3cc(F)c(F)c(F)c3)cc2)cc1 (stereo not drawn)
    102	92	96	95	100	102	90	98
CN1C(=O)N(C)C2C1NN=c1s/c(=C\c3ccc(C(F)(F)F)cc3)c(=O)n12 (stereo not drawn)
    45	64	3.5*	-3.7*	30	49	29	18
O=C1/C(=C/c2ccc(O)cc2)COc2ccc(-c3ccccc3)cc21
    86	100	56	nt	132	102	72	100
CN1CCN(Cc2ccc(NC(=O)c3cncc(C#Cc4cnccc4C(F)(F)F)c3)cc2C(F)(F)F)CC1
    76	59	105	nt	94	67	92	78
CCC1(CC)C(C#N)C(=O)NC(=O)C1C#N (stereo not drawn)
    99	113	125	130	102	100	104	101
CCOc1ccc(N=C=S)cc1
    108	106	124	95	93	109	102	91
O=C(N/N=C/c1ccc(F)cc1)c1ccccc1Nc1cccc(C(F)(F)F)c1
    102	84	81	nt	112	104	89	71
CCC(=O)OC1=C(C)SC2=NC(c3ccc(N)cc3)=CC(c3ccc(OC)cc3)N21 (stereo not drawn)
    110	95	nt	98	86	107	89	90
COc1ccc(OC)c(NC=O)c1
    106	103	117	103	96	108	104	103
c1ccc([P+](CCC[P+](c2ccccc2)(c2ccccc2)c2ccccc2)(c2ccccc2)c2ccccc2)cc1
    98	67	54	104	95	90	71	86
Cc1nc(Nc2ccc(F)cc2)nc(Nc2ccc(F)cc2)c1[N+](=O)[O-]
    75	38	81	69	74	78	77	nt
Cc1nc(Cl)nc(Cl)c1COS(C)(=O)=O
    87	nt	111	113	99	94	108	89
COC(=O)c1ccc2oc(NC(=O)c3ccc(N4CCN(C(c5ccccc5)c5ccccc5)CC4)c([N+](=O)[O-])c3)nc2c1
    90	84	96	110	83	98	86	92
O=C(Cc1ccccc1)NNC(=O)Cc1ccccc1
    nt	98	111	107	nt	101	111	98
CN(C)c1ccc(/C=C(\C#N)c2cc3ccccc3n2C)cc1
    39	40	-4.7*	10	31	39	35	-9.4*
C1C2CC3C1C3/C2=N\N=C1/C2CC3C(C2)C13
    98	109	106	105	93	99	103	99
CCOC(=O)c1cc2c(n(C)c1=O)-c1cnn(-c3ccc(OC)cc3)c1CC2
    81	106	107	102	90	95	94	87
CCCNC(=O)Oc1ccc(/C(=C(/C)Cc2ccc(OC)cc2)c2ccc(OCCN3CCOCC3)cc2)cc1
    100	98	100	100	88	97	100	nt
Cc1cc(=O)oc2cc(OCCOc3ccc(/C=C/C(=O)Nc4ccccc4N)cc3)ccc12
    37	41	20	31	31	39	39	14
CCCCNC(=S)NNC(=S)NCCCC
    109	107	114	108	91	111	99	109
COCCn1c2nc(=O)n(-c3ccccc3)c(=O)c-2nc2ccccc21
    91	81	95	118	100	95	92	97
COc1ccc(NC(=O)CSc2nnc(-c3cc(-c4ccc(Cl)cc4)nc4ccccc34)n2-c2ccccc2)cc1
    91	89	99	100	70	91	89	75
O=C(O)/C=C/C(=O)Nc1ccccc1[N+](=O)[O-]
    108	101	121	112	102	112	108	104
CCCCCCCCOc1ccc(/C=C/C(=O)c2ccc(OC)cc2)cc1
    95	91	112	100	89	97	95	91
O=[N+]([O-])CC1=CCCCC1
    114	113	105	101	98	118	93	112
C=CCc1c(N(C)c2ccc(OC)cc2)ncnc1-n1c(C)nc2ccccc21
    96	104	101	109	87	106	91	81

# Continued.
# Sequence of screens: ACHN	OVCAR-4	OVCAR-3	RXF 393	CAKI-1	OVCAR-5	OVCAR-8	A498
CCCC(OC(=O)CCl)C(CC)COC(=O)CCl (stereo not drawn)
    102	97	106	123	98	98	99	83
O=S(=O)(Nc1ccc(Cl)nn1)c1ccc(NC(=S)Nc2ccc(S(=O)(=O)Nc3ccc(Cl)nn3)cc2)cc1
    99	108	117	118	93	104	103	71
Nc1nc(=O)[nH]c2ccc(Sc3ccc(Cl)cc3)cc12
    103	100	121	103	89	100	98	104
Cc1ccc(S(=O)(=O)Nc2ccccc2NS(=O)(=O)c2ccc(C)cc2)cc1
    100	94	101	99	103	112	89	nt
CCC(CC)NCC(C)(C)O
    102	105	119	117	89	108	99	nt
Cc1ccc(/C=C(\C#N)n2nnc3cc(Cl)c(Cl)cc32)cc1
    26	29	-35*	-34*	22	13	15	nt
Cc1ccc(S(=O)(=O)N/N=C/C2(c3ccccc3)CC2)cc1
    109	99	111	94	93	109	nt	87
CCCCCCCCCCCCCCCCCc1nc(-c2cc(OC)c(OC)c(OC)c2)no1
    102	98	114	103	101	108	104	nt
Cc1ccc(N(N)C(N)=O)cc1
    105	102	111	100	86	nt	109	114
CCOc1ccccc1NC(=O)c1cc(-c2ccc(Cl)cc2)n(-c2ccc(S(C)(=O)=O)cc2)n1
    80	85	109	94	66	96	97	113
Cc1ccc(C2=C/C(=C/c3ccc(Br)cc3)C(=O)N2CCc2ccc(S(N)(=O)=O)cc2)cc1
    98	92	104	90	65	97	96	79
COc1cc(C2C=C(c3ccc(Cl)cc3)N=C3SC=CN32)cc(OC)c1OC (stereo not drawn)
    108	102	125	118	92	113	94	114
CCNC(=S)Nc1ncccc1OCc1cccc(Cl)c1
    81	69	96	83	86	100	79	69
O=c1cc(-c2ccc3c(c2)OCCO3)oc2c(Cl)cc(Cl)cc12
    96	90	105	107	79	96	92	97
O=C1OCC/C1=C1/NCCNC1=O
    105	93	117	118	95	100	101	93
CCCCSc1ccc2nc(-c3ccc(OCCCN=C(N)N)cc3)cn2c1
    89	97	31	46	62	73	91	89
CCN(CC)c1ccc(C(=O)c2ccccc2)cc1
    98	97	103	111	83	100	97	nt
COc1ccc(/C(C)=C(\c2ccc(O)cc2)c2ccc(OCCN3CCCC3)cc2)cc1
    97	101	nt	90	92	91	95	81
CC(C)[C@@H]1NC(=O)CNC(=O)[C@H](C)NC(=O)[C@H](Cc2ccc(O)cc2)NC(=O)[C@H](CCCCN)NC1=O
    94	101	112	89	90	91	106	96
CN(C)c1nc(N)c2nccnc2n1
    105	104	105	115	85	100	110	93
Cc1ccc(/C=C(\C#N)n2nc3cc(F)c(F)cc3n2)cc1
    93	84	108	102	95	110	95	97
Clc1ccccc1-c1nc(-c2c[nH]c3ncccc23)cs1
    96[100 µM]	144[100 µM]	105[100 µM]	117[100 µM]	72[100 µM]	99[100 µM]	92[100 µM]	107[100 µM]
CCOC(=O)C(CCc1ccncc1)C(=O)CC(C)C (stereo not drawn)
    nt	106	111	95	nt	111	106	81
CC(S(=O)(=O)c1ccccc1)S(=O)(=O)c1ccccc1
    101	100	99	97	100	102	104	111
NS(=O)(=O)c1ccc(-n2ncc3c2ncn2c(Nc4ccccc4)nnc32)cc1
    114	113	103	43	50	99	95	105
O=S(=O)(Nc1ccc(Br)c(Cl)c1)c1ccc(-c2cnc(C3CC3)o2)cc1
    46	46	-20*	-11*	31	29	20	-18*
O=C1CN(Cc2ccc(C(=O)NO)cc2)C(=O)[C@H](Cc2c[nH]c3ccccc23)N1
    100	nt	110	127	91	98	100	93
COc1ccc2cc(C(C)C(=O)N=C(N)N)ccc2c1 (stereo not drawn)
    102	106	102	85	97	122	87	80
CCOC(=O)c1cnc(SCC)nc1SC#N
    71	nt	87	173	-65*	94	97	106
CC(=O)c1cccc(O)c1
    103	94	115	112	98	96	103	38

# A stretch taken from the entries so far:
# Sequence of screens: ACHN	OVCAR-4	OVCAR-3	RXF 393	CAKI-1	OVCAR-5	OVCAR-8	A498
CCCC(OC(=O)CCl)C(CC)COC(=O)CCl (stereo not drawn)
    102	97	106	123	98	98	99	83
O=S(=O)(Nc1ccc(Cl)nn1)c1ccc(NC(=S)Nc2ccc(S(=O)(=O)Nc3ccc(Cl)nn3)cc2)cc1
    99	108	117	118	93	104	103	71
Nc1nc(=O)[nH]c2ccc(Sc3ccc(Cl)cc3)cc12
    103	100	121	103	89	100	98	104
Cc1ccc(S(=O)(=O)Nc2ccccc2NS(=O)(=O)c2ccc(C)cc2)cc1
    100	94	101	99	103	112	89	nt
CCC(CC)NCC(C)(C)O
    102	105	119	117	89	108	99	nt
Cc1ccc(/C=C(\C#N)n2nnc3cc(Cl)c(Cl)cc32)cc1
    26	29	-35*	-34*	22	13	15	nt

# Going on with the list.
# Sequence of screens: ACHN	OVCAR-4	OVCAR-3	RXF 393	CAKI-1	OVCAR-5	OVCAR-8	A498
COc1ccc(C2NC(=O)NC=C2C(=O)c2cc3ccccc3oc2=O)cc1 (stereo not drawn)
    94	81	94	109	72	116	104	157
CC[N+](C)(CC)CCO
    106	nt	108	88	94	100	94	109
CCCc1cc(=O)n2c(C(=O)Nc3ccccc3OC)c(C(=O)Nc3ccc(F)cc3)sc2n1
    20[30 µM]	36[30 µM]	51[30 µM]	-20*[30 µM]	5.5*[30 µM]	58[30 µM]	18[30 µM]	90[30 µM]
COc1cc2nc(C(=O)N3CCCCC3)cc(Nc3ccccc3)c2cc1OC
    96	100	94	101	nt	109	98	91

# Laid out differently: results already given.
molecule | ACHN | OVCAR-4 | OVCAR-3 | RXF 393 | CAKI-1 | OVCAR-5 | OVCAR-8 | A498
COc1cc2nc(C(=O)N3CCCCC3)cc(Nc3ccccc3)c2cc1OC | 96 | 100 | 94 | 101 | nt | 109 | 98 | 91
CC[N+](C)(CC)CCO | 106 | nt | 108 | 88 | 94 | 100 | 94 | 109

# Rows are unselected; about 10% have a hit in one of these screens.
